# Screening results as filed in PubChem.
# D2 PAM – positive allosteric modulators of human D2 dopamine receptor. P14416. HEK293 T-REx D2, calcium flux, EC20 dopamine potentiation. potentiation, % at 10 µM. 340,000 compounds, 0.34% hits. AID 485347;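 active = potentiation over 3 SD above the plate norm, cut at about 30% in these data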; also: 0% is about no effect
#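 Potentiation of an EC20 dopamine calcium response is measured in a force-coupled, tetracycline-inducible Hek293 Trex D2 line. Compound-only kinetic reads over 180 s flag agonists before dopamine addition.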
# RXFP1 agonist – agonists of human relaxin receptor RXFP1; Q9HBX9; HEK293T-RXFP1 cAMP TR-FRET, 30 min; response scale: percent of porcine relaxin response, buffer zero; Potency, µM (doses to about 57.5 µM), for the others: at the highest dose activation, hits mostly activators; 370,000 compounds, 0.3% hits; AID 2676; active = well fitted activation curve with a large enough effect; inconclusive = small, poorly fitted or top-dose-only effect; also: potency is read from the fitted curve at half-maximal effect; % is scaled to controls: 0 for no effect and ±100 for the full control effect; nearly all actives have a fitted effect of over 60% in size; many of its hits are not listed in these tables
# Target sequence (Q9HBX9 whole entry, looked up): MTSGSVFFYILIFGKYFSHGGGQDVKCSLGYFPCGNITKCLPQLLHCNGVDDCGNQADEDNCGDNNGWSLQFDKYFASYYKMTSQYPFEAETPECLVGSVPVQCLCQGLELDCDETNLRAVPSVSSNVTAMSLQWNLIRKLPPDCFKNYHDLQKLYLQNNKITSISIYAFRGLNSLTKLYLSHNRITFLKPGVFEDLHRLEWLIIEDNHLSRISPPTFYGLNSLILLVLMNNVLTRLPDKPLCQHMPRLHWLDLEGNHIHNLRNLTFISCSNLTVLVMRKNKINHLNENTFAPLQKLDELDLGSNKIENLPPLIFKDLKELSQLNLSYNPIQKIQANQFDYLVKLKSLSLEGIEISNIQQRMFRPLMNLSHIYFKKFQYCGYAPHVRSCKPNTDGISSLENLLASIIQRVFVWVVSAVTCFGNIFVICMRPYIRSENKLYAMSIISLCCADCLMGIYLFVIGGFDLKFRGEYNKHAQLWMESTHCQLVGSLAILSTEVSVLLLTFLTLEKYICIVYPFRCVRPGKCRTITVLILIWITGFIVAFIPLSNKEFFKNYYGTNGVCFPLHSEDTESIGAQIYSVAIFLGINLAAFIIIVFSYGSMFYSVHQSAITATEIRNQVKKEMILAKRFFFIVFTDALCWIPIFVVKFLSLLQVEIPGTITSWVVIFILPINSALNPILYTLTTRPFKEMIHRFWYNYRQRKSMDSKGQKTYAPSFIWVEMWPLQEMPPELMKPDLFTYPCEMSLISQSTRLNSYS
#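 HEK293 cells stably expressing RXFP1, treated 30 min at 37C with compounds plus PDE4 inhibitor Ro 20174; cAMP measured by HTRF TR-FRET. Normalized to buffer and 29 nM porcine relaxin; EC50 by Hill fit.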
# D1 antag – blocks dopamine activation of the human D1 receptor. HEK293 TREx D1 cells, calcium flux, dopamine EC80; stronger effect = lower value. AID 504652. 360,000 compounds, 3.2% hits. activity change, negative = inhibition, % at 10 µM; in the data active = activity change below about -30%; also: % is scaled to controls: 0 for no effect and ±100 for the full control effect
#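 After overnight tetracycline induction at 30 C, force-coupled D1 HEK293 cells took up a no-wash calcium dye at room temperature. Compounds were added and monitored 180 s, and the response to EC80 dopamine was then recorded.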
# TRHR enhancer – allosterically enhances the human TRH receptor. P34981. TRHR cells, fluo-8 calcium fluorescence, EC20 TRH enhancement. enhancement, % at 2 µM. 360,000 compounds, 0.66% hits. AID 493056; in the data active = enhancement above about 30%; also: 0% is about no effect
#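 TRHR-expressing cells loaded with fluo-8 calcium dye were read kinetically (ex 480/em 530) during compound addition, then stimulated with an EC20 of TRH (10 nM final). Enhancement of the Gq-mediated intracellular calcium response was scored.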
# D2 antag – antagonizes the human D2 dopamine receptor; HEK293 TREx D2 cells, calcium flux, dopamine EC80; inhibition, % at 10 µM; 340,000 compounds, 2% hits; P14416; in the data active = inhibition above about 30%; also: 0% is about no effect
#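 Compounds are added to dye-loaded, induced HEK293 T-REx cells coupled to calcium release via D2; after a 3 min kinetic read an EC80 dopamine stimulus is given and fluorescence is recorded for 3 more min.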
# RXFP1 antagonist – RXFP1 (human) relaxin receptor antagonism | HEK293-RXFP1, relaxin-stimulated cAMP HTRF, 30 min; stronger effect = lower value | activity change, negative = inhibition, % at 57.5 µM | 350,000 compounds, 0.59% hits | AID 1259400;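 active = activity change of -60% or lower, but not beyond a set lower limit; inconclusive = change between -60% and -40%, or beyond the set limit; inactive = change above -40%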; also: % is scaled to controls: 0 for no effect and ±100 for the full control effect
# D1 agonist – activates the human D1 dopamine receptor; HEK293 T-REx D1 cells, calcium flux, agonist mode; activation, % at 2 µM; 360,000 compounds, 1% hits; in the data active = activation above about 30%; also: 0% is about no effect
#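 Inducible HEK293 T-REx D1 cells, force-coupled to calcium signalling, were plated at 4000 cells/well with tetracycline and held overnight at 30 C. After no-wash calcium dye loading, compound-evoked calcium rise over 180 s flagged agonists.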
# D1 PAM – potentiators of human D1 dopamine receptor | HEK293 TREx D1 cells, calcium flux, dopamine EC20 potentiation | 360,000 compounds, 0.036% hits | potentiation, % at 10 µM; in the data active = potentiation above about 30%; also: 0% is about no effect
# D2 ag – activates the human D2 dopamine receptor. HEK293 T-REx D2 cells, calcium flux agonist mode. activation, % at 2 µM. 340,000 compounds, 0.53% hits. AID 485358;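 active = activation over 3 SD above normal in the single-dose calcium agonist read, cut at about 30% in these data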; also: 0% is about no effect
#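 In this primary screen, compounds producing a positive calcium signal within 180 s of addition to tetracycline-induced, force-coupled HEK293 Trex D2 cells are flagged; cells are dye-loaded with a no-wash calcium kit beforehand.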
# Active calls of the source: *; ? = inconclusive; nt = not tested or not shown; & = joins results of further samples. This is a subset; rates above refer to the full screens.
# Value order: D1 PAM	D2 antag	RXFP1 antagonist	D1 antag	D1 agonist	D2 PAM	RXFP1 agonist	D2 ag	TRHR enhancer
> O=C(CSc1nc(-c2cccs2)nc2cc(=O)[nH]n12)Nc1ccccc1
→ -1	nt	-12	-5	2	3	4.8%	-0.3	-1
> O=C(NCc1nc2ccccc2[nH]1)C1=C[C@H](C2CC2)C[C@H](OCCCCO)O1
→ 0	9	nt	-4	-4	3	-0.4%	-0.2	-4
> COCCn1c(SCC(=O)Nc2ccc(F)cc2F)nc2c([nH]c3ccccc32)c1=O
→ -1	7	-11	-12	2	-14	-0.4%	0.6	-4
> CN1C(=O)CS(=O)c2ccc(C(=O)NC3CC3)cc21 (stereo not drawn)
→ -2	14	-7	-12	1	12	0.2%	-0.8	-5
> COCCSc1nc2c([nH]c3ccccc32)c(=O)n1-c1ccc(OC)c(OC)c1
→ -6	nt	nt	7	-1	10	4.1%	-2.0	0
> CCOc1ccccc1NC(=O)C1CCN(S(=O)(=O)c2c(C)nn(C)c2C)CC1
→ nt	-13	3	-1	1	-2	-0.7%	-0.5	-2
> O=C(O)c1ccc2nc(-c3cc4cccc(O)c4oc3=O)[nH]c2c1
→ -3	nt	-10	21	2	4	3.6%	-0.1	9
> O=C(Nc1ccc(S(=O)(=O)NCC2CCCO2)cc1)c1ccccc1 (stereo not drawn)
→ -2	0	-3	-1	5	4	2.9%	1.7	0
> O=C(Nc1cccs1)Nc1c(F)c(F)cc(F)c1F
→ -1	1	nt	-9	15	2	0.1%	-0.3	-3
> O=C(CSc1n[nH]c(-c2ccccn2)n1)Nc1ccc(F)cc1
→ -6	18	-2	5	1	6	-1.6%	0.0	-16
> COc1ccc(NC(=O)Cn2nc(C)c3nn(-c4ccc(Cl)cc4)c(C)c3c2=O)cc1
→ 1	nt	-11	-17	2	9	9.6%	-0.2	-5
> Cc1sc2nc(C3CC3)nc(SCC(=O)NCc3ccco3)c2c1C
→ 1	8	-15	18	3	11	-0.8%	-0.1	-5
> Cc1ccc(-c2nn3c(C)nnc3s2)cc1NC(=O)C(C)C
→ -1	1	-2	7	2	-20	5.3%	17	-1
> O=C(CCN1CCOCC1)Nc1ccc2c(c1)N(C(=O)CN1CCOCC1)c1ccccc1CC2
→ -3	18	15	2	2	nt	-1.1%	1.8	1
> O=C(CCn1cccc1)Nc1ccc(OC(F)(F)F)cc1
→ -8	5	1	0	2	-3	3.0%	-1.3	3
> COc1ccc(S(=O)(=O)N2CCC(c3nc4ccccc4s3)CC2)cc1OC
→ 0	nt	-13	-7	7	16	-5.5%	0.0	1
> COc1ccccc1OCCCSc1nc(-c2ccc(C(C)(C)C)cc2)nc2cc(=O)[nH]n12
→ 4	nt	-38	13	1	-3	0.2%	nt	4
> Cc1cccc(-n2c(C)cc(/C=N\NC(=O)c3ccco3)c2C)c1
→ -4	5	-1	13	6	-7	9.7%	1.5	0
> O=[N+]([O-])c1ccc2oc(-c3ccccc3)nc2c1
→ -3	-7	-5	1	2	7	0.3%	-0.6	9
> CCOC(=O)c1c(NC(=O)CSc2nc3c(c(=O)n(C)c(=O)n3C)n2CC)sc(C)c1C
→ -4	2	-9	-10	-2	9	0.5%	0.3	0
> CCCCN(C(=O)CSCC(=O)Nc1ccc(OC)cc1)c1c(N)n(CCC)c(=O)[nH]c1=O
→ -13	10	1	-6	1	-1	0.3%	-0.2	0
> O=C(O)c1cccc(-n2sc3ccccc3c2=O)c1
→ -6	5	nt	8	-1	10	0.1%	-1.0	24
> CCOC(=O)N1CCN(c2ccc(S(=O)(=O)N(Cc3ccccc3)Cc3ccccc3)cn2)CC1
→ -6	-3	-22	-31*	27	-6	-1.7%	4.1	1
> CCOCCn1c(-c2ccc(OC)cc2)nc2ccccc21
→ -8	-3	nt	-22	0	-5	2.2%	-0.8	-5
> CCOc1ccc(OCC)c(NC(=O)CN(c2ccc(C)cc2)S(=O)(=O)c2c(C)n[nH]c2C)c1
→ 1	nt	nt	-8	1	0	-1.2%	0.6	-4
> CC(=O)NC(CC(=O)OCC(=O)N1CCN(S(=O)(=O)c2ccc(Cl)cc2)CC1)c1ccccc1 (stereo not drawn)
→ -1	13	3	5	0	-6	0.2%	-0.2	7
> COc1cccc2cc(C(=O)N3CCCc4ccccc43)oc12
→ -16	8	2	-4	0	-4	0.5%	0.6	-1
> O=C(CSc1nc2nn(-c3ccccc3)c(=O)c-2c2n1CCCCC2)c1ccc(O)c(O)c1
→ nt	25	?	-4	5	9	0.0%	3.6	-7
> COc1ccc(OC)c(-n2c(SCC(=O)N3CCc4ccccc43)nc3c(c2=O)SCC3)c1
→ -3	14	3	-2	0	5	-0.1%	4.0	6
> COc1ccc(-c2nnc(SCC(=O)Nc3ncc(C)s3)n2-c2ccccc2)cc1OC
→ -7	-3	-5	-28	2	-3	1.5%	0.4	4

# Quoted at random: 3 entries already listed
# Value order: D1 PAM	D2 antag	RXFP1 antagonist	D1 antag	D1 agonist	D2 PAM	RXFP1 agonist	D2 ag	TRHR enhancer
> COc1ccc(-c2nnc(SCC(=O)Nc3ncc(C)s3)n2-c2ccccc2)cc1OC
→ -7	-3	-5	-28	2	-3	1.5%	0.4	4
> CCCCN(C(=O)CSCC(=O)Nc1ccc(OC)cc1)c1c(N)n(CCC)c(=O)[nH]c1=O
→ -13	10	1	-6	1	-1	0.3%	-0.2	0
> O=C(CSc1nc2nn(-c3ccccc3)c(=O)c-2c2n1CCCCC2)c1ccc(O)c(O)c1
→ nt	25	?	-4	5	9	0.0%	3.6	-7

# (list continues)
# Value order: D1 PAM	D2 antag	RXFP1 antagonist	D1 antag	D1 agonist	D2 PAM	RXFP1 agonist	D2 ag	TRHR enhancer
> CN1CCN(CC(=O)Nc2cccc(S(=O)(=O)N(C)c3ccccc3)c2)CC1
→ nt	-14	-7	34	6	-3	1.1%	0.6	4
> Cc1cccc(C)c1NC(=O)CN(C)C(=O)Cn1c(=O)cnc2ccccc21
→ 2	-2	-5	-2	3	-5	1.4%	1.8	-3
> CSc1nc(-c2ccco2)nn1C(=O)c1ccc(Cl)cc1
→ nt	-11	nt	21	2	-7	0.0%	1.2	0
> CCOC(=O)CNC(=O)COc1coc(CN2CCN(c3ccccc3)CC2)cc1=O
→ -4	-4	10	11	4	6	-3.0%	1.1	2
> CSc1n[nH]c(=O)n1C1CCCCC1
→ 1	4	-1	-1	1	7	-0.3%	0.0	-6
> O=C(c1ccc(C(=O)N2CCCc3ccccc32)nc1)N1CCCc2ccccc21
→ 0	-12	12	20	6	-8	1.4%	0.7	-2
> COc1cccc(C(CNc2ccc(S(=O)(=O)N3CCN(C)CC3)cc2[N+](=O)[O-])N(C)C)c1 (stereo not drawn)
→ -7	-6	-19	-22	8	1	0.8%	0.3	0
> Cc1ccc(CCNC(=O)CCCn2nc(C)c3c(C)n(-c4ccc(C)cc4)nc3c2=O)cc1
→ -7&-2	-4	4&-6	37&-7	0&0	-3&-4	-0.1%&3.3%	0.4&-1.0	1&-4
> O=C(Cn1c(=O)oc2cc(S(=O)(=O)N3CCCC3)ccc21)Nc1ccccc1Br
→ -3	-10	-3	-23	2	-1	0.6%	0.1	-9
> O=C(Nc1cccnc1)c1cccc([N+](=O)[O-])c1
→ 9	-18	12	-18	2	3	1.1%	-0.8	2
> CCOC(=O)c1ccc(NC(=O)N2CCN(C(=O)C3CCCO3)CC2)cc1 (stereo not drawn)
→ -5	9	-23	9	0	-7	1.1%	0.5	-2
> CCOC(=O)/C(C#N)=C/c1cn(CCC(=O)O)nc1-c1ccccc1
→ -3	0	-3	6	3	-3	0.7%	0.1	5
> COc1cc(OC)cc(C(=O)OCCNC(=O)Cn2cnc3c2c(=O)n(C)c(=O)n3C)c1
→ -5	-6	nt	-10	2	-2	-0.2%	0.9	2
> CCCOc1ccc(NC(=O)C2CC(=O)N(C)C(=Nc3cccc(OC)c3)S2)cc1 (stereo not drawn)
→ -2	nt	-16	-3	2	nt	0.3%	nt	0
> Cc1cc(C)nc(/N=C2\NC(=O)CC(C(=O)O)N2c2ccc(C)c(C)c2)n1 (stereo not drawn)
→ -1	-10	7	7	1	17	1.1%	1.6	-4
> Cc1[nH]c(C)c(S(=O)(=O)N(Cc2ccccc2)C(C)C)c1C(=O)N1CCCC1
→ 5	2	14	-34*	1	8	-0.9%	0.6	-2
> O=C(CN1C(=O)CSc2ccccc21)Nc1ccc2c(c1)OCCO2
→ 9	7	13	2	5	-21	0.6%	0.2	6
> COc1cccc(SCC(=O)N2CCN(c3ccccc3)CC2)c1
→ -4	-10	-4	8	8	1	7.1%	0.1	-2
> COC(=O)c1ccccc1NC(=O)NCCc1ccccc1OC
→ -5	3	-9	nt	-1	-9	-1.0%	2.0	-1
> CC(C)(C)c1ccc(NC(=S)NCCc2ccccn2)cc1
→ 2	-2	8	17	1	9	1.1%	-1.0	0
> CCc1nnc(NS(=O)(=O)c2ccc(NC(=O)c3cccc(Br)c3)cc2)s1
→ -8	8	1	-10	3	8	0.0%	0.1	5
> CCOCC(O)CNC(=O)c1ccc2nc(Cc3ccc(OC)c(OC)c3)oc2c1 (stereo not drawn)
→ 7	-6	0	-2	1	-1	-1.1%	-0.2	22
> CN1CCN(C2(CNC(=O)COc3ccc(C(C)(C)C)cc3)CCCCC2)CC1
→ -1	nt	-31	-20	43*	-19	-0.9%	6.6	-5
> O=S(=O)(c1ccccc1)c1nc(-c2ccccc2)oc1NCc1cccnc1
→ -2	15	-2	8	1	-5	0.5%	-2.5	4
> CCCn1cc(SCC(=O)NC2CCCC2)c2ccccc21
→ 5	-16	-9	11	2	1	0.0%	-1.0	-2
> CC(=O)c1c(O)c2cccc3c2n(c1=O)CCC3
→ 4	2	-1	3	3	2	8.7%	-1.5	-6
> O=C1[C@@H]2CSCN2C(=O)CN1Cc1cccc(C(F)(F)F)c1
→ -5	13	8	4	2	-2	0.0%	0.5	-5
> CCc1nnc(NC(=O)CCS(=O)(=O)c2ccc(C)cc2)s1
→ -5	-9	-8	7	0	9	-0.2%	-0.6	-1
> Cn1cc2cc([N+](=O)[O-])ccc2n1
→ -3	-15	-4	8	3	8	14%	1.7	6
> CCOc1ccc(S(=O)(=O)N2CCC(C(=O)NC3CCCCC3)CC2)cc1
→ -1	0	-14	-13	-1	-6	-0.1%	-0.9	-5
> O=C(c1cccc(F)c1)N1CCN(Cc2ccco2)CC1
→ -8	-6	-12	-1	3	5	0.9%	0.6	8
> O=C(NC(=S)Nn1cnnc1)c1ccc(F)cc1Cl
→ -6	7	0	4	2	24	-3.6%	2.9	4
> COC(=O)/C(=N/Nc1ccccc1Cl)Sc1nnc(C(O)c2ccccc2)n1-c1ccccc1 (stereo not drawn)
→ 3	-9	-11	9	3	7	-0.5%	0.2	5
> CCCCN(C(=O)CSCc1c(C)noc1C)c1c(N)n(CCCC)c(=O)[nH]c1=O
→ -2	1	-1	2	0	-8	2.3%	1.1	-4
> COc1cc(Cl)c(C)cc1NC(=O)Cn1c(C)c2cnn(-c3ccccc3)c(=O)c2c1C
→ -1	nt	nt	3	1	0	0.5%	-0.4	1
